Source: PubChem BioAssay (National Center for Advancing Translational Sciences (NCATS))
Giardia killer: Giardia lamblia killing | Giardia lamblia trophozoite viability | activity change, % at 7.66 µM, hits read low | actives 0.15% (n = 340,000) | AID 540267; in the data active = activity change below about -80%; inconclusive = between about -30% and that limit;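 note: parasites exposed to compound for two days anaerobically before the ATP read; % is set by controls: 0 for no effect and ±100 for the full control effect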
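Killing of trophozoites was scored by loss of ATP luminescence after a 48 hrs anaerobic exposure to compounds at 37 deg C, using 100 cells per well.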
Tb PFK inh: blocks T. brucei phosphofructokinase. O15648. T. brucei PFK, ADP-Glo luminescence. Potency, µM (titrated, usually from 57.5 µM), for the others: top-dose activity, negative = inhibition, actives largely listed as inhibitors. actives 0.17% (n = 330,000). AID 485367;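 note: potency is the fitted concentration of half-maximal effect; 0% = uninhibited 1x PFK enzyme wells and -100% = no-enzyme wells; nearly all actives have a fitted effect of over 60% in size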
Target sequence (O15648 whole entry, looked up): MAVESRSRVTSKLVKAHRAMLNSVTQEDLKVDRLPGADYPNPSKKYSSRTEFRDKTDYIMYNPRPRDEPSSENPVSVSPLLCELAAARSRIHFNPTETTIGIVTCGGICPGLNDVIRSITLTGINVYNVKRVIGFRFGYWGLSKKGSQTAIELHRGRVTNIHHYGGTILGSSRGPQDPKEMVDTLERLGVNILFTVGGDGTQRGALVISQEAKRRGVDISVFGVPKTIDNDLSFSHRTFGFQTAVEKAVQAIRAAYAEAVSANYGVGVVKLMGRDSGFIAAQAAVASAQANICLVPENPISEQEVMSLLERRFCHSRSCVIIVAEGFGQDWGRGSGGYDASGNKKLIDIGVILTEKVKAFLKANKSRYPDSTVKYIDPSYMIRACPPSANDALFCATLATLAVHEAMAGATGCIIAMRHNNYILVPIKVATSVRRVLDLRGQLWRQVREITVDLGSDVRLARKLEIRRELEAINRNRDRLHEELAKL
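PFK 1.25 nM, F6P 0.5 mM, ATP 0.1 mM, 0.1 M TEA pH 8.0, 5 mM MgCl2, 0.01% Tween20, 0.1% BSA; 45 min RT. ADP-Glo readout. qHTS titration up to 57 uM; curves fitted, compounds curve-classed.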
uPA surface inh: blocks generation of uPA at the cell surface; cell surface uPA generation assay, qHTS; Potency, µM (highest dose often 38.3 µM), for inactives: top-dose activity change, negative = inhibition, actives largely listed as inhibitors; actives 0.31% (n = 330,000); AID 540303; active = well fitted inhibition curve with a large enough effect; inconclusive = small, poorly fitted or top-dose-only effect; inactive = no such curve, though single readings can be large or run the other way; tested in mouse RAW 264.7 cells; note: potency is the fitted concentration of half-maximal effect; % is set by controls: 0 for no effect and ±100 for the full control effect; nearly all actives have a fitted effect of over 55% in size
KCNH2 3.1 inh: inhibitors of human KCNH2 3.1 potassium channel isoform; U2OS KCNH2 3.1, thallium flux FluxOr; hits give low values; activity change, % (tested at about 1.8 µM); actives 0.95% (n = 340,000);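 active = maximum activity change below -70%; inconclusive = maximum activity change from -70% to -50%; inactive = maximum activity change above -50%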;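 note: thallium influx rate constant from kinetic fluorescence after stimulation buffer; % is set by controls: 0 for no effect and ±100 for the full control effect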
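Thallium flux read-out: FluxOr dye with Red40 quencher in HBSS/HEPES, 45 min at RT. Rate constants from kinetic reads were normalized to positive and negative DMSO controls. Cells: U2OS virally expressing the 3.1 isoform.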
Rab9 prom act: activators of Rab9 promoter | Huh7 Rab9 promoter-luciferase reporter, luminescence, 24 h | Potency, µM (top dose mostly 9.22 µM), for inactives: top-dose activation, negative = inhibition, actives largely listed as activators | actives 2.8% (n = 320,000) | AID 485297; note: potency is the fitted concentration of half-maximal effect; % of control where 0% means no effect; nearly all actives have a fitted effect of over 60% in size
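Cells were plated at 1500 per well in reduced-serum medium with 10% FBS and left 2 h. Compound in DMSO was then added for 24 h at 37 °C. Reporter signal was read by luminescence after 10 min with luciferase detection reagent.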
FLuc modulator: firefly luciferase modulation, counter-screen for miR-21 project | P08659 | purified FLuc, Km substrates, luminescence inhibition | Potency, µM (doses to about 57.5 µM), without a hit: at the highest dose activity change, negative = inhibition, usual class: inhibitors | actives 6.9% (n = 360,000) | AID 588342;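 note: potency is the fitted concentration of half-maximal effect; plate controls were vehicle for no effect and reference inhibitor for full effect; nearly all actives have a fitted effect of over 55% in size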
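Purified P. pyralis luciferase (10nM final) with 10uM D-luciferin and 10uM ATP (Km levels) in 50mM Tris acetate pH 7.5, 10mM Mg acetate, 0.01% Tween-20, 0.05% BSA; qHTS 6-point titration, ~60 µM downward; luminescence read.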
RORgamma inh: ROR gamma (mouse) transcription inhibition; Drosophila S2 Gal4-RORgamma UAS-luciferase reporter, 20 h; actives 5.4% (n = 310,000); AID 2551; Potency, µM (series often up to 53.6 µM), without a hit: top-dose activity change, negative = inhibition, actives largely listed as inhibitors; note: potency is the fitted concentration of half-maximal effect; % is set by controls: 0 for no effect and ±100 for the full control effect; nearly all actives have a fitted effect of over 60% in size
Target sequence (P51450 whole entry, looked up, the tested form may be a part): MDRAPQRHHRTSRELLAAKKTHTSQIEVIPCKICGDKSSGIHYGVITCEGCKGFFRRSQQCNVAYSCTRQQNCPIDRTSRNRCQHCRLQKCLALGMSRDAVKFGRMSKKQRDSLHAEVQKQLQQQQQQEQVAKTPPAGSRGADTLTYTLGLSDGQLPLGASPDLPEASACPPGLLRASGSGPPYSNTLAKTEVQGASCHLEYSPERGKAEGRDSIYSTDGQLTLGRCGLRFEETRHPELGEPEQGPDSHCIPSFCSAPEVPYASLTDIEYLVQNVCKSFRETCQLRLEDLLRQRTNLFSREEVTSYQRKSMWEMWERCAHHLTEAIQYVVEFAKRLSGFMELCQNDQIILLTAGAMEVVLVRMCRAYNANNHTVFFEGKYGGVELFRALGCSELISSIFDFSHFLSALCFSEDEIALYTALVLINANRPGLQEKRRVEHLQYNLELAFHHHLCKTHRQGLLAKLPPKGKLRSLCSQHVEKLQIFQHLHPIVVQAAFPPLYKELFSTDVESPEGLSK
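ROR gamma transcriptional activity was tracked as Gal4-UAS luciferase output in stably transfected Drosophila Schneider cells, with compound added 1 hr before 700 uM copper sulfate induction and a 20 hr ambient-temperature incubation.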
FBPA coupling cs: inhibits coupling enzyme system, counter-screen for aldolase hits. activity change, negative = inhibition, % at 58.2 µM, hits read low. actives 0.67% (n = 290,000). AID 2472. coupling enzyme system counterscreen, AmpLite Red fluorescence; in the data active = activity change below about -30%; note: % is set by controls: 0 for no effect and ±100 for the full control effect
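First, compound is pin-transferred into glyceraldehyde-3-phosphate coupling-enzyme reagent at 57.5 uM final and held 10 min at RT. Next, substrate, coupling system and AmpLite Red are added. After 20 min RT, fluorescence (525/598 nm) is read.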
VP16 counter: Gal4-VP16 reporter inhibition counter-screen | Drosophila S2 Gal4-VP16 UAS-luciferase, luminescence, 20 h | Potency, µM (titrated, usually from 53.6 µM), for inactives: top-dose activity, negative = inhibition, usual class: inhibitors | actives 3.5% (n = 310,000);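 note: Gal4-VP16 expression switched on by copper sulfate through the metallothionein promoter; potency is the fitted concentration of half-maximal effect; % is set by controls: 0 for no effect and ±100 for the full control effect; nearly all actives have a fitted effect of over 50% in size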
ELG1 genotox: genotoxicity induction in ELG1-luciferase HEK293T cells. Potency, µM (highest dose often 46 µM), for the others: top-dose activity change, positive = activation, usual class: activators. AID 504466. actives 1.3% (n = 330,000). HEK293T ELG1-luciferase reporter, luminescence, 16 h; note: potency is the fitted concentration of half-maximal effect; % of control where 0% means no effect; nearly all actives have a fitted effect of over 60% in size
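Step 1: seed 2,000 HEK293T ELG1-luciferase cells per well. Step 2: add compound or DMSO, incubate 16 hr at 37 °C. Step 3: ONE-Glo, 30 min at room temperature, read luminescence.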
NPC1 promoter act: NPC1 promoter activation | actives 2.4% (n = 320,000) | Potency, µM (doses to about 9.22 µM), for inactives: at the top dose activation, usual class: activators | AID 485313 | Huh7 NPC1 promoter luciferase reporter, 24 h;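 note: potency is the fitted concentration of half-maximal effect; % of control where 0% means no effect; nearly all actives have a fitted effect of over 60% in size; reporter is driven by a mutant NPC1 promoter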
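Compounds in DMSO were transferred onto Huh7 NPC1-luciferase reporter cells pre-incubated 2 h; after 24 h at 37 °C, Amplite reagent was dispensed and luminescence recorded 10 min later.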
The depositor's hits bear a star; ? = inconclusive; . = not tested or not shown; & = joins results of further samples; [ ] = another dose, or the depositor's remark. Unless noted, calls come from the whole dose curve; as a rule, active = well fitted curve in the direction sought with a large enough effect; inconclusive = small, poorly fitted or top-dose-only effect, or another doubt; inactive = no such curve, though single readings can be large; an effect the other way counts as inactive or inconclusive. An unsorted share of the library; 14% or so of the library scored in one or more.

SMILES,Giardia killer,Tb PFK inh,uPA surface inh,KCNH2 3.1 inh,Rab9 prom act,FLuc modulator,RORgamma inh,FBPA coupling cs,VP16 counter,ELG1 genotox,NPC1 promoter act
Cc1ccccc1-n1c(C)nnc1SCC(=O)N1CC(=O)Nc2ccccc21,2,2%,10%,3,-1%,7%,5%,6,1%,-4%,2%
CC1=NN(c2ccc(C)cc2C)C(=O)C1C(c1ccccc1)C1C(=O)N(c2ccc(C)cc2C)N=C1C (stereo unspecified),-2,25%,3%,-5,0%,?,-20%,-5,-8%,-2%,-2%
COc1ccc([N+](=O)[O-])cc1NCC(=O)Nc1cc(S(=O)(=O)N2CCCCC2)ccc1C,-9,2%,13%,-11,-8%,-1%,.,.,.,-2%,-2%
COc1ccc(S(=O)(=O)N[C@@H](Cc2ccc(Cl)cc2)C(=O)N2CC[C@@]3(O)CCCC[C@H]3C2)cc1,0,0%,3%,4,-4%,0%,36%,-1,4%,-2%,-1%
Cc1ccc(CNS(=O)(=O)c2cccc3nsnc23)cc1,?,-4%,3%,3,-2%,2%,2%,1,1%,-6%,0%
O=C(CSc1nnc(-c2ccncc2)o1)Nc1ccc(F)c(F)c1,11,-3%,-2%,0,17%,0%,.,.,.,7%,9%
Cc1ccc(CNC(=O)Cc2cccs2)cc1,1,-5%,1%,.,7%,?,25%,3,14%,17%,17%
O=S(=O)(Nc1ccc(Cl)c(Cl)c1)N1CCOCC1,12,2%,-5%,-6,-2%,5%,.,2,.,5%,2%
CCCC(C(=O)NC1CCCCC1)N(CC1CCCO1)C(=O)CNS(=O)(=O)c1ccc(F)cc1 (stereo unspecified),-3,-1%,14%,-9,-7%,0%,34%,-4,-3%,0%,0%
Clc1ccc(CON/C=N/c2ncnc3sccc23)c(Cl)c1,15,0%,-5%,-5,2%,-3%,-4%,-4,?,-4%,-3%

Some of these compounds in order of count of non-hydrogen atoms, smallest number first.
SMILES,Giardia killer,Tb PFK inh,uPA surface inh,KCNH2 3.1 inh,Rab9 prom act,FLuc modulator,RORgamma inh,FBPA coupling cs,VP16 counter,ELG1 genotox,NPC1 promoter act
Cc1ccc(CNC(=O)Cc2cccs2)cc1,1,-5%,1%,.,7%,?,25%,3,14%,17%,17%
O=S(=O)(Nc1ccc(Cl)c(Cl)c1)N1CCOCC1,12,2%,-5%,-6,-2%,5%,.,2,.,5%,2%
Cc1ccc(CNS(=O)(=O)c2cccc3nsnc23)cc1,?,-4%,3%,3,-2%,2%,2%,1,1%,-6%,0%
COc1ccc(S(=O)(=O)N[C@@H](Cc2ccc(Cl)cc2)C(=O)N2CC[C@@]3(O)CCCC[C@H]3C2)cc1,0,0%,3%,4,-4%,0%,36%,-1,4%,-2%,-1%

Going on with the list:
SMILES,Giardia killer,Tb PFK inh,uPA surface inh,KCNH2 3.1 inh,Rab9 prom act,FLuc modulator,RORgamma inh,FBPA coupling cs,VP16 counter,ELG1 genotox,NPC1 promoter act
Cc1[nH]n(C(N)=S)c(=O)c1N=Nc1cc(C(F)(F)F)ccc1Cl,-6,0%,7%,1,-10%[1.84 µM],-16%,0.56µM*,10,?,-13%,0%
CC(C)C(=O)Nc1c2c(nn1-c1ccc([N+](=O)[O-])cc1)CS(=O)(=O)C2,-18,5%,1%,27,0%,-1%,30%,0,17%,2%,-5%
C=CCNCCOc1ccc(C(C)(C)c2ccccc2)cc1,2,-3%,-1%,-20,1%,0%,-16%,1,-7%,0%,1%
Cc1sc(N)nc1-c1c(C)n(C)c2ccccc12,10,0%,3%,12,2%,-2%,-2%,-1,1%,-2%,-1%
COc1cc(S(C)=O)ccc1-c1nc2ncccc2[nH]1 (stereo unspecified),-1,-4%,-9%,-1,-1%,1%,-9%,-2&1,1%,-1%,-3%
COc1ccc(N2C(=O)CSC23CCCCC3)cc1,-3,-4%,.,7,13%,-2%,-18%,0,-7%,1%,-4%
CC1Oc2ccccc2N(CC(=O)N(Cc2ccccc2)Cc2ccccn2)C1=O (stereo unspecified),3,-1%,.,1,0%,3%,?,5,10%,-11%,1%
COCc1cc(=O)[nH]c(Sc2c(-c3ccccc3)c3ccc(Cl)cc3[nH]c2=O)n1,-8,9%,-6%,-18,-3%,1%,-6%,5,5%,-2%,-5%
OCC1(CC2CCCCO2)CCN(C/C=C/c2ccccc2)CC1 (stereo unspecified),2,5%,-2%,-5,-5%,1%,2%,-1,0%,-2%,-7%
O=C(/C=C/c1ccco1)NCc1ccccn1,5,-5%,-10%,9,11%,-10%,4.5µM*,-2,2%,5%,0%

Additional compounds:
SMILES,Giardia killer,Tb PFK inh,uPA surface inh,KCNH2 3.1 inh,Rab9 prom act,FLuc modulator,RORgamma inh,FBPA coupling cs,VP16 counter,ELG1 genotox,NPC1 promoter act
O=C(CCCCn1c(=O)[nH]c2ccccc2c1=O)NC1CCN(Cc2ccccc2)CC1,?,-1%,2%,-11,-6%,-14%,-10%,-1,-1%,-1%,-7%
CC(C)(CCl)C(=O)Nc1ccnc(-c2ccncc2)n1,4,-6%,1%,-1,-2%,-5%,1%,-2,-3%,-4%,-1%
COC(=O)c1sc(NC(=O)Cc2cccs2)nc1C,4,-1%,-12%,1,27%,?,27%,3,19%,21µM*,13%
Clc1cccc(-c2nn3c(-c4ccncc4)nnc3s2)c1,.,-3%,.,.,-11%,-2%,?,0,-2%,6%,0%
CCOC(=O)/C(=N\Nc1ccc(Cl)cc1)Sc1nnc(-c2ccc(OC)cc2)n1C,8,-7%,0%,.,-6%,1%,4.5µM*,1,6.3µM*,-4%,4%
O=C(Nc1ccccn1)c1ccc(Cl)c(S(=O)(=O)N2CCOCC2)c1,-12,0%,10%,9,-2%,-3%,-14%,.,-12%,-2%,-5%
Cc1nc(C)c(CCNC(=O)c2ccccc2Br)s1,7,-5%,-2%,20,-4%,0%,1%,1,-12%,0%,-2%
CC(=O)NCCN=Cc1sc2ccccc2c1O,10,-1%,-5%,-2,-1%,?,-2%,0,-13%,3%,3%
O=C(Cc1ccc([N+](=O)[O-])cc1)NCc1cccnc1,-7,-13%,4%,1,1%,5%,-6%,-3,-1%,0%,-4%
CCN(CC)S(=O)(=O)c1cc(C(=O)OCC(=O)NC2CCCc3ccccc32)ccc1C (stereo unspecified),-12,-1%,4%,-5,-3%,-1%,8%,3,1%,-1%,-6%

New compounds follow:
SMILES,Giardia killer,Tb PFK inh,uPA surface inh,KCNH2 3.1 inh,Rab9 prom act,FLuc modulator,RORgamma inh,FBPA coupling cs,VP16 counter,ELG1 genotox,NPC1 promoter act
Cc1ccc(C(=O)N2N=C3c4ccccc4S(=O)(=O)N3[C@H]2N(C)C)cc1,?,-4%,3%,7,-1%,-10%,1%,0,2%,4%,2%
Cc1ccc(S(=O)(=O)N(C)C)cc1NC(=S)NCCc1ccccn1,?,-9%,10%,7,1%,0%,0%,0,-12%,-2%,2%
CC1CCN(S(=O)(=O)c2cc(C(=O)NC3(C)CCS(=O)(=O)C3)ccc2Br)CC1 (stereo unspecified),-2,0%,8%,7,-5%,4%,.,.,.,0%,-6%
COc1ccc(S(=O)(=O)N2CCC(C(=O)NC3CCCCC3)CC2)cc1OC,2,-1%,-6%,4,1%,-1%,.,.,.,3%,-3%
O=C(Cc1ccc(Br)cc1)Nc1ccc(S(=O)(=O)Nc2ncccn2)cc1,10,24µM*,2%,8,2%,-6%,25%,9,7%,0%,-2%
O=C(NCCN1CCOCC1)c1ccc(NS(=O)(=O)c2cccc([N+](=O)[O-])c2)cc1,-5,0%,19%,9,4%,0%,.,.,.,-8%,4%
CCCCS(=O)(=O)N1CCCC(C(=O)Oc2ccccc2)C1 (stereo unspecified),?,1%,-7%,8,-1%,0%,-8%,0,5%,1%,-5%
CC(C)Oc1ccc(-c2cc(=O)[nH]c(=O)[nH]2)cc1,12,-4%,-5%,5,3%,?,26%,-1,-9%,1%,1%
Cc1ccc(NS(=O)(=O)c2ccc3c(c2)NC(=O)C(C)C(=O)N3)cc1C (stereo unspecified),-15,6%,-6%,3,3%,5%,37%,3,-4%,3%,3%
